RGS12 GoLoco inh – qHTS Assay for Inhibitors of RGS12 GoLoco Motif Activity (Red Fluorophore) | Guanine nucleotide-binding protein G(i) subunit alpha-1 (Homo sapiens), P63096 | Gai1:RGS12 GoLoco peptide FP, rhodamine, 10 min | Potency, µM (top dose mostly 61.6 µM), without a hit: at the top dose activity, negative = inhibition, most hits filed as inhibitors | 230,000 tested, 0.44% active | AID 880, 2007; active means well fitted inhibition curve with a large enough effect, not every such curve was filed as active; inactive means no such curve, though single readings can be large or run the other way; further: nearly all actives have a fitted effect of over 30% in size; many of its hits are not listed in these tables
Target sequence (P63096 whole entry, looked up): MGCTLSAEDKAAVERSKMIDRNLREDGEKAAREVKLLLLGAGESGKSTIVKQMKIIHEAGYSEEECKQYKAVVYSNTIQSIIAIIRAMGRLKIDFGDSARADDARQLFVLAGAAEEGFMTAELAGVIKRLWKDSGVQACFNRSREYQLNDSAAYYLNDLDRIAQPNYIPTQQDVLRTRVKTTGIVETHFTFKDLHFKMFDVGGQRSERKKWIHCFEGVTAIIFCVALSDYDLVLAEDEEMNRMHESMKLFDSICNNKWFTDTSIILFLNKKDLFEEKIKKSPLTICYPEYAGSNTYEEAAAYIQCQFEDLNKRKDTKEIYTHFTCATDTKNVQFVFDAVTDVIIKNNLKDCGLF
L3MBTL1 inh – qHTS Assay for the Inhibitors of L3MBTL1. 230,000 tested, 0.66% active. Lethal(3)malignant brain tumor-like protein 1 (Homo sapiens), Q9Y468. Potency, µM (titrated, usually from 57.1 µM), inactives show top-dose activity, negative = inhibition, hits mostly inhibitors. AlphaScreen L3MBTL1–H3K9me1 peptide binding; further: nearly all actives have a fitted effect of over 60% in size
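Displacement of a biotinylated histone H3(1-15) peptide monomethylated at Lys9 (75 nM) from L3MBTL1 (50 nM) was measured by AlphaScreen after a 30 min room-temperature compound incubation; cefsulodin titration served as intraplate control.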
GAA glycogen – qHTS Assay for Inhibitors and Activators of Human alpha-Glucosidase Cleavage of Glycogen | Lysosomal alpha-glucosidase (Homo sapiens), P10253 | Potency, µM (series often up to 76.4 µM), for the others: top-dose activity change, negative = inhibition, hits mostly inhibitors | recombinant GAA, glycogen substrate, Amplex Red glucose oxidase fluorescence | 300,000 tested, 0.38% active;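 further: 0% = full enzyme reaction and -100% = no-enzyme basal signal; the screen sought inhibitors and activators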
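qHTS, 1536-well; enzyme 4 nM final; cpd up to 77 uM; substrate bovine liver glycogen 30 ug; 50 mM citrate/phosphate pH 5.0, 0.01% Tween-20; 37 C, 40 min; Amplex Red detection 45 min RT; Hill fit → AC50.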
aGlu spleen mod – qHTS Assay for Inhibitors and Activators of Human alpha-Glucosidase From Spleen Homogenate; Lysosomal alpha-glucosidase (Homo sapiens), P10253; human spleen homogenate, 4-MU-alpha-glucoside fluorescence; Potency, µM (series often up to 79.9 µM), inactives show at the highest dose activity change, negative = inhibition, usual class: inhibitors; 240,000 tested, 0.006% active; AID 2112, 2009;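 further: 0% = enzyme with vehicle and -100% = no enzyme basal signal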
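AC50 values come from Hill-equation fits of concentration-response data, normalized to no-enzyme and full-activity controls. Enzyme source: 1 ug human spleen homogenate; 1 mM fluorogenic 4-MU glucoside, pH 5.0 citrate buffer, 37 C, 40 min.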
TexasRed fluor – Total Fluorescence Counterscreen for Inhibitors of the Interaction of Thyroid Hormone Receptor and Steroid Receptor Coregulator 2 | Potency, µM (highest dose often 106 µM), for inactives: at the top dose fluorescence change, negative = quenching | AID 1479, 2009 | TRb/SRC2 Texas Red total fluorescence interference | 280,000 tested, 0.29% active; active means well fitted curve in either direction with a large enough effect; inconclusive means small, poorly fitted or top-dose-only effect
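Human TRβ ligand-binding domain (0.6 uM) and Texas Red SRC2 peptide (20 nM) in Tris buffer with 1 uM T3 and 5% DMSO were incubated with pinned compound for 5 hr at ambient temperature. Total fluorescence was computed as S + 2P (555/632 nm).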
RECQ1 helicase – qHTS Assay for Inhibitors of RecQ-Like Dna Helicase 1 (RECQ1); ATP-dependent DNA helicase Q1 (Homo sapiens), P46063; RECQ1 DNA unwinding, red fluorescence kinetic read; Potency, µM (highest dose often 57.3 µM), for the others: at the top dose activity, negative = inhibition, most hits filed as inhibitors; 240,000 tested, 0.54% active; AID 2549, 2010;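 further: plate controls were vehicle for no effect and no enzyme for full effect; nearly all actives have a fitted effect of over 30% in size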
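RECQ1T1 50 nM; forked duplex (20 bp + 30-nt ss tails) 200 nM, ATP 2 mM final; pH 8.0, 2 mM MgCl2, 2.5 ug/ml poly(dI-dC); 15 min compound preincubation; discontinuous kinetic read over 2 h at RT.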
GAA inh – qHTS Assay for Inhibitors of Human alpha-Glucosidase as a Potential Chaperone Treatment of Pompe Disease; Lysosomal alpha-glucosidase (Homo sapiens), P10253; AID 1466, 2008; purified human GAA, 4-MU-alpha-glucoside fluorescence; Potency, µM (top dose mostly 76.9 µM), for inactives: at the top dose activity change, negative = inhibition, hits mostly inhibitors; 200,000 tested, 0.005% active;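 further: plate controls were uninhibited enzyme wells for no effect and no-enzyme background for full effect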
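Activity normalized between no-enzyme (basal) and enzyme-only wells. Conditions: 4 nM human enzyme, 400 uM fluorogenic substrate, citrate/phosphate pH 5.0 with Tween-20, 20 min room temperature, compounds up to 77 uM.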
TRb SRC2 PPI – qHTS for Inhibitors of the Interaction of Thyroid Hormone Receptor and Steroid Receptor Coregulator 2; Thyroid hormone receptor beta (Homo sapiens), P10828; TRbeta-SRC2 peptide binding, fluorescence polarization; receptor liganded with 1 µM T3; Potency, µM (doses to about 106 µM), for inactives: at the highest dose activity change, negative = inhibition, hits mostly inhibitors; 280,000 tested, 0.065% active; AID 1469, 2008;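 further: plate controls were bound peptide for no effect and peptide without receptor for full effect; nearly all actives have a fitted effect of over 50% in size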
Target sequence (P10828 whole entry, looked up): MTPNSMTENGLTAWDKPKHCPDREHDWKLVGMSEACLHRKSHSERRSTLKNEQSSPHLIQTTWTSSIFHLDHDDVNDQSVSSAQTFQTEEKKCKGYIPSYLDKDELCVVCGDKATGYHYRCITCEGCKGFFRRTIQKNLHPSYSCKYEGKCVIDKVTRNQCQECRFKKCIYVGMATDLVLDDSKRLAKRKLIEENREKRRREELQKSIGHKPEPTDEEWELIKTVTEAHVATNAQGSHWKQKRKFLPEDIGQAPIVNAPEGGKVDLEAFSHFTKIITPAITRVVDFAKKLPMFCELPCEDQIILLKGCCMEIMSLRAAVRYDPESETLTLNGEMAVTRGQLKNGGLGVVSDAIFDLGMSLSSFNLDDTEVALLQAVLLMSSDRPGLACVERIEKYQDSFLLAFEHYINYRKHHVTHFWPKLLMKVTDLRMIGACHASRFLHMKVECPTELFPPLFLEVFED
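A fluorescence polarization screen tested compounds at multiple concentrations against complex formation between 0.6 uM TRb ligand-binding domain and 20 nM Texas Red SRC2 peptide, with 1 uM T3 present; readout after 5 hr.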
* marks the source's active call; other numbers are inactive results; i = inactive; ? = inconclusive; . = not tested or not shown; & = joins results of further samples; [ ] = remark or other dose. Unless noted, the call rests on the fitted dose curve; in most records, active means well fitted curve in the direction sought with a large enough effect; inconclusive means small, poorly fitted or top-dose-only effect, or another doubt; inactive means no such curve, though single readings can be large; an effect the other way counts as inactive or inconclusive. Unless noted, on the % scale 0 is the no-effect control and ±100 the full control effect; potency means the concentration at half of the fitted maximal effect. A portion of the library; rates above refer to the full screens.

SMILES | RGS12 GoLoco inh | L3MBTL1 inh | GAA glycogen | aGlu spleen mod | TexasRed fluor | RECQ1 helicase | GAA inh | TRb SRC2 PPI
N#C/C(=C\c1cccc(Oc2ccc(C(F)(F)F)cc2[N+](=O)[O-])c1)c1nc2ccccc2[nH]1 | 24% | -2% | -5% | 1% | -2% | 3% | -6% | -5%
COc1ccc(C)cc1NC(=O)NC(C)c1ccncc1 (stereo unspecified) | 6% | -2% | 4% | -3% | -1% | 4% | ? | 0%
CCOC(=O)C(C)n1cnc2c(cnn2-c2ccc(Cl)cc2)c1=O (stereo unspecified) | 4% | 2% | ? | 7% | 4% | -3% | -16% | -4%
CCOC(=O)c1sc(NS(=O)(=O)c2ccccc2)nc1C | -7% | 1% | 5% | -10% | 1% | 5% | 9% | -2%
Cn1c(C(=O)N2CCN(C(=O)c3ccco3)CC2)cc2c(=O)n3ccccc3nc21 | -5% | 19%[11.4 µM] | -3% | -1% | -2% | 11% | -5% | 14%
CCCC(=O)N(c1ccc(OC)cc1)C1C=CS(=O)(=O)C1 (stereo unspecified) | 5% | 3%[11.4 µM] | 3% | -2% | -2% | -5% | -5% | 0%
COc1ccc(C2/C=C\CN(S(=O)(=O)/C=C/c3ccccc3)CC(=O)N2Cc2ccc(F)cc2)cc1 (stereo unspecified) | 15% | . | -7% | 8%&1% | 0%&0% | -14%&-13% | . | -4%&-1%
Cc1nn(Cc2ccccc2)c(C)c1CCC(=O)O | 7% | -3%[11.4 µM] | 6% | 1% | -4% | -1% | ? | 0%
Cc1c(C(=O)Nc2nc3ccccc3[nH]2)oc2ccc(Br)cc12 | . | 0% | 2% | 0% | 3% | -4% | 3% | -5%
COc1ccc(N(C)S(=O)(=O)c2cccc(C(=O)NCC3CCCO3)c2)cc1 (stereo unspecified) | -8% | . | -6% | -11% | 3% | 0% | 11% | 5%
CCOc1ccc(CCNC(=O)COC(=O)c2cc(OC)cc(OC)c2)cc1OCC | 13% | 3% | -1% | 1% | -3% | i | ? | -3%
CCN1C(=O)CSc2ccc(C(=O)NCc3ccco3)cc21 | 0% | 2% | 0% | -5% | 1% | i | -2% | -5%
[O-]/C(=C(\C(=S)NCCN1CCOCC1)[n+]1ccccc1)c1ccc(Cl)s1 | 34%[activator] | -23% | -17% | ? | -3% | -1% | 2% | 1%
CC1(OC(=O)CCc2ccccc2)C(=O)C=C2C=C(c3ccc(C#N)cc3)OC=C2C1=O (stereo unspecified) | 63%[activator] | . | . | -7% | 0% | -18% | . | 15%
CCOc1ccc(N(CC(=O)N/N=C/c2cc(Br)c(C)o2)S(C)(=O)=O)cc1 | 8% | -7% | -9% | 1% | 0% | -5% | 8% | 2%
Cc1ccc(NC2=CC(=O)CC(c3ccc(Cl)cc3)C2)cc1 (stereo unspecified) | -4% | -8% | -4% | -1% | -3% | -8% | 2% | -1%
COC(=O)c1c(C)[nH]c(C(=O)C(C)OC(=O)C2=NNC(=O)CC2)c1C (stereo unspecified) | 2% | . | 2% | 1% | -3% | 6% | . | 6%
Cc1ccc(OCCN2CCN(C(=O)CCC(=O)Nc3nnc(C(C)C)s3)CC2)cc1 | 2% | -10% | 0% | -5% | 1% | -1% | -1% | 8%
CN(c1ccc(OCC(=O)OCC(=O)Nc2c(F)c(F)c(F)c(F)c2F)cc1)S(=O)(=O)c1ccc(F)cc1 | 19% | 7% | -3% | -7% | -2% | -17% | -10% | 11%
CCOc1ccccc1C1CC(c2cccc(NS(C)(=O)=O)c2)=NN1C(=O)c1ccccc1 (stereo unspecified) | 2% | 3% | -2% | -1% | -3% | -11% | 1% | -1%
C=CCS/C(N)=N\N=C\c1cc(Br)cc([N+](=O)[O-])c1O | 5% | -4% | -4% | 3% | -4% | 15% | 2%[15.4 µM] | -10%
COc1ccccc1N1CCN(C(=O)c2ccc3nc[nH]c3c2)CC1 | -16% | 32%[activator] | 2% | 1% | -5% | 5% | 2% | -5%
COc1ccc(CC(=O)c2ccc(O)cc2O)cc1 | -61%&2% | . | -9% | 20%&1% | -2%&-1% | -25% | . | 4%&-6%
COc1ccccc1NS(=O)(=O)c1cc(NC(=O)Nc2cccc(C)c2)ccc1N1CCCCC1 | 1% | -8% | 4% | -6% | 0% | -10% | -1% | -1%
c1ccc2c(C3=NNC(=NC4CC4)SC3)c[nH]c2c1 | -9% | -4% | -1% | -1% | -2% | -1% | -1% | 3%

The closing 3 entries of the section above are carried over, then new ones follow:
SMILES | RGS12 GoLoco inh | L3MBTL1 inh | GAA glycogen | aGlu spleen mod | TexasRed fluor | RECQ1 helicase | GAA inh | TRb SRC2 PPI
COc1ccc(CC(=O)c2ccc(O)cc2O)cc1 | -61%&2% | . | -9% | 20%&1% | -2%&-1% | -25% | . | 4%&-6%
COc1ccccc1NS(=O)(=O)c1cc(NC(=O)Nc2cccc(C)c2)ccc1N1CCCCC1 | 1% | -8% | 4% | -6% | 0% | -10% | -1% | -1%
c1ccc2c(C3=NNC(=NC4CC4)SC3)c[nH]c2c1 | -9% | -4% | -1% | -1% | -2% | -1% | -1% | 3%
COc1ccccc1C1=NOC(CN2C(=O)c3ccccc3S2(=O)=O)C1 (stereo unspecified) | 7% | 1% | 4% | 7% | 1% | -10% | . | 1%
CS(=O)(=O)n1nc(-c2cccnc2)nc1NCc1ccccc1 | 0% | -2% | 19% | -4% | 1% | i | 1% | 1%
O=C(NC1CCCCC1)C(c1ccc(O)c(O)c1)N(C(=O)Cn1nnc2ccccc21)c1cccc(O)c1 (stereo unspecified) | -2% | ? | ? | -2% | -2% | -8% | 0% | -5%
Cc1cc(Cl)ccc1Oc1ccccc1C(=O)CC#N | 4% | . | -5% | 4% | -4% | -22% | -7% | 2%
S=C(NC1CCCCC1)N1CCC([C@H]2C=NC=N2)CC1 | 1%[21.6 µM] | . | . | 11%[29.1 µM] | -1%[53 µM] | i | . | 2%[53 µM]
Cc1cc(C(=O)N2CCN(c3ccc(C(F)(F)F)cn3)CC2)c(C)o1 | -1% | -10% | 4% | -1% | 5% | 0% | 4% | -2%
COc1ccc(Nc2nc(N)nc(CN3CCOCC3)n2)cc1 | 6% | -9% | 6% | -3% | -2% | i | -3% | 4%
O=C(CCN1C(=O)C2C3CC(C(Br)C3Br)C2C1=O)OCC(=O)c1ccccc1 (stereo unspecified) | -5% | -4% | -2% | -4% | 5% | 1% | ? | 5%
COc1cccc2c1OC1(C)CC2NC(=O)N1c1cccc(C(=O)N2CCN(c3ccccc3)CC2)c1 (stereo unspecified) | 0% | . | 1% | -2% | -1% | -3% | 2% | -2%
CCn1c(SCc2nc3sc(C(=O)O)c(C)c3c(=O)[nH]2)nc2ccccc21 | 76%[activator] | . | 5% | 1% | -11% | ? | -2% | 0%
Cc1cc(OCC(=O)NC(C)c2ccccc2)ccc1[N+](=O)[O-] (stereo unspecified) | 9% | 6% | 4% | -9% | -3% | 17% | ? | -1%
Cc1nnc(SCCC(=O)Nc2nc(-c3ccccc3)ns2)s1 | 20% | . | -13% | -1% | -1% | -15% | -8% | 9%
O=C(CN1CCN(S(=O)(=O)c2ccc(Cl)s2)CC1)N1CCOCC1 | -3% | 1% | 0% | 4% | 0% | -1% | . | -8%
Cc1cc(O)c(C(C)C)cc1NC(=O)Nc1cccc2ccccc12 | 3%[14.2 µM] | 3% | ? | 4% | -1% | -1% | -5% | 0%
COc1ccc2c(c1)c(=O)oc1cc(OCC(=O)NC3CC3)ccc12 | -4% | 8%[11.4 µM] | 7% | 3% | -2% | i | -1% | -2%

A second format for 6 compounds above.
Structure	RGS12 GoLoco inh	L3MBTL1 inh	GAA glycogen	aGlu spleen mod	TexasRed fluor	RECQ1 helicase	GAA inh	TRb SRC2 PPI
COc1ccccc1NS(=O)(=O)c1cc(NC(=O)Nc2cccc(C)c2)ccc1N1CCCCC1	1%	-8%	4%	-6%	0%	-10%	-1%	-1%
COc1ccc(N(C)S(=O)(=O)c2cccc(C(=O)NCC3CCCO3)c2)cc1 (stereo unspecified)	-8%	.	-6%	-11%	3%	0%	11%	5%
COc1ccc(C)cc1NC(=O)NC(C)c1ccncc1 (stereo unspecified)	6%	-2%	4%	-3%	-1%	4%	?	0%
COc1ccc(Nc2nc(N)nc(CN3CCOCC3)n2)cc1	6%	-9%	6%	-3%	-2%	i	-3%	4%
COC(=O)c1c(C)[nH]c(C(=O)C(C)OC(=O)C2=NNC(=O)CC2)c1C (stereo unspecified)	2%	.	2%	1%	-3%	6%	.	6%
O=C(NC1CCCCC1)C(c1ccc(O)c(O)c1)N(C(=O)Cn1nnc2ccccc21)c1cccc(O)c1 (stereo unspecified)	-2%	?	?	-2%	-2%	-8%	0%	-5%
